PG9 binder: binds the HIV-1 gp120 antibody PG9; AID 624416; 0.43% of 360,000 active; inhibition, % at 6.7 µM; TR-FRET gp120-PG9 antibody binding; in the data active = inhibition above about 8.5%
LEDGF integ inh: blocks HIV-1 LEDGF/p75-dependent DNA integration; TR-FRET IN-LEDGF/p75 DNA integration, Eu/Cy5; inhibition, % at 3.7 µM; AID 743269; 0.64% of 370,000 active;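 active = inhibition above the screen-wide mean plus 3 SD, cut at about 13% in these data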;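 note: signal is the Cy5 over europium emission ratio at 671 and 618 nm; 0% = plate median of compound wells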
TCR CD3 inh: inhibitors of human TCR-CD3 interaction; 0.37% of 360,000 active; AID 651800; inhibition, % at 9.4 µM; TAMRA-labeled TCR probe fluorescence, biochemical; in the data active = inhibition above about 19%;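 note: recombinant mutant TCR 2C K166C tagged with TAMRA read by polarization; 0% = receptor in buffer alone and 100% = receptor with positive control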
SIAE inh: blocks human sialic acid acetylesterase | SIAE FP-Rh probe binding, fluorescence polarization | inhibition, % at 9.66 µM | 0.69% of 370,000 active | AID 1053197;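 active = inhibition above a cutoff: mean of compounds within the control limits plus 3 SD of those, cut at about 17% in these data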;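 note: 0% = plate median of compound wells and 100% = probe without SIAE protein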
rCAG RNA binder: r(CAG) repeat RNA binding | inhibition, % at 3 µM | AID 651821 | 1.3% of 370,000 active | TO-PRO-1 dye displacement fluorescence;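 active = inhibition above the plate cutoff, the mean of all test compounds on that plate plus 3 SD, cut at about 35% in these data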;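 note: 0% = DMSO alone and 100% = 100 µM mitoxantrone as full dye displacement; higher means more dye released from RNA so lower well fluorescence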
mABHD4 FP: inhibitors of mouse ABHD4 | Q8VD66 | inhibition, % at 8.92 µM | 0.54% of 370,000 active | purified mABHD4, FP-Rh probe fluorescence polarization | AID 720543;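 active = inhibition exceeding the mean over every tested compound plus 3 SD, cut at about 30% in these data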;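 note: 0% = plate median of compound wells and 100% = S159A mutant with DMSO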
Target sequence (Q8VD66 whole entry, looked up): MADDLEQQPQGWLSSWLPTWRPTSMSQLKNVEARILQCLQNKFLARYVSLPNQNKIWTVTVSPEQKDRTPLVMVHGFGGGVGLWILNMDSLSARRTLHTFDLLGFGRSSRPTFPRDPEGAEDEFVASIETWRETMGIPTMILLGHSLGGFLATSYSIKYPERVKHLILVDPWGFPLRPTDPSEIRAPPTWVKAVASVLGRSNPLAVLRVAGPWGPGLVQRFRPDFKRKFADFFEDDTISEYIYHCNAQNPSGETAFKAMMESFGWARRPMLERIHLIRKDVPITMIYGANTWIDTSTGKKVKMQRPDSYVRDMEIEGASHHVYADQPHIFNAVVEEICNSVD
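Test system: mABHD4 protein | Buffer or medium: HEPES pH 7.0 buffer, 150 mM NaCl, 0.01% Pluronic F-127 | Probe or stimulus: FP-Rh fluorescent activity-based probe, added after compound pre-incubation | Timing: Pre-incubation 45 min, probe exposure 60 min, at 25 °C | Technique: Fluorescence polarization, excitation 525 nm, emission 598 nm, BODIPY TMR filters | Repeats: Single well per compound (singlicate)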
HTRA1 inh: blocks human HTRA1 serine peptidase | AID 504803 | inhibition, % at 5.96 µM | 0.5% of 340,000 active | recombinant HTRA1, FP-rhodamine activity-based probe, fluorescence polarization | Q92743; in the data active = inhibition above about 36%;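 note: 0% = enzyme with DMSO and 100% = wells lacking enzyme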
NR1D1 modulator: Rev-erb alpha (human) modulation; AID 1259318; P20393; activity, % at 10 µM; 0.79% of 370,000 active; Rev-erbα–FITC-DNA binding, fluorescence polarization, 90 min;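 active = activity above about 14%, limit read from the data; passing the limit was not always enough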;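 note: 0% = DMSO wells with 35 nM protein and 100% = DMSO wells with 750 nM protein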
PRMT1 inh: inhibitors of human PRMT1; recombinant PRMT1, activity-based probe fluorescence polarization; 1.3% of 370,000 active; inhibition, % at 2.79 µM; Q99873;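 active = inhibition above about 21% made by adding two undisclosed values, limit read from the data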
Target sequence (Q99873 whole entry, looked up): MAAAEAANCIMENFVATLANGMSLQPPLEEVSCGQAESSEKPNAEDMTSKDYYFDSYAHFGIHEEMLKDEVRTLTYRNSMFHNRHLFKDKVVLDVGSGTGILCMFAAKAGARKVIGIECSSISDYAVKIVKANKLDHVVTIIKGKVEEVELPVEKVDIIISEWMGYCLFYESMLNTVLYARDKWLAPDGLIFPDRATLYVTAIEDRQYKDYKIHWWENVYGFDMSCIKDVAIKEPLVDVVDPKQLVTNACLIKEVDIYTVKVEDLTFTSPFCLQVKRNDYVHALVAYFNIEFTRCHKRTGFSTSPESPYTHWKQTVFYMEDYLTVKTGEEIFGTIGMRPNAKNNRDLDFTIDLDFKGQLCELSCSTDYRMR
TDP2 absorb: TDP2 (human) inhibition, absorbance primary screen | O95551 | recombinant TDP2, T5PNP hydrolysis, p-nitrophenol absorbance 415 nm | inhibition, % at 12.8 µM | 0.34% of 370,000 active;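 active = inhibition above the mean of all tested compounds plus 3 SD, set per campaign, cut at about 25% in these data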;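 note: 0% = DMSO with enzyme and 100% = buffer with substrate but no TDP2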
Target sequence (O95551 whole entry, looked up): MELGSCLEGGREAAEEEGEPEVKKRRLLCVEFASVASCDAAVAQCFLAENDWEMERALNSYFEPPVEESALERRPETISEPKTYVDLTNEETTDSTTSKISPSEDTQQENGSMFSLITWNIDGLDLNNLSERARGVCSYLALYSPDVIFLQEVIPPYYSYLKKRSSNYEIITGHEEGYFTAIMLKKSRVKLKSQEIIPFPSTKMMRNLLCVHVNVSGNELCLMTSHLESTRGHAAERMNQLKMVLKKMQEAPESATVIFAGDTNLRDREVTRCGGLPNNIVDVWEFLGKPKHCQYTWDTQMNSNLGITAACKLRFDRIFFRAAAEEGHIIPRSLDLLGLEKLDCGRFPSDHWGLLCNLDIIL
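Material: recombinant human TDP2; quantity: TDP2 enzyme at 120 nM final; medium: Tris-HCl pH 7.5 with MgCl2; compound: single concentration, 12.8 µM nominal, with 1% DMSO; incubation: 2 h enzyme incubation at 37 °C; signal: epi absorbance; measure: percent inhibition; benchmarks: high control without enzyme, low control DMSO plus TDP2; repeats: singlicate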
An asterisk follows results filed as active; . = no result given. Some of the compounds tested; the hit share may differ from the screen's.

SMILES	PG9 binder	LEDGF integ inh	TCR CD3 inh	SIAE inh	rCAG RNA binder	mABHD4 FP	HTRA1 inh	NR1D1 modulator	PRMT1 inh	TDP2 absorb
CCC1(c2ccc(F)cc2)NC(=O)N(CC(=O)Nc2cccc(S(=O)(=O)N3CCCC3)c2)C1=O (stereo not given)	-0.7	-8	-3	-2	5	-6	-16	-5	0	2
O=C(Cn1nc(-c2ccccc2)nc1-c1ccccc1)N1CCOCC1	1.6	-3	8	0	-1	6	-2	2	-1	8
O=[N+]([O-])c1ccc(S(=O)(=O)NCCc2cn3ccccc3n2)cc1	-0.3	-2	2	8	1	0	5	1	-2	6
CCOC(=O)c1ccc2c(c1)nc(SC/C(O)=C(\C#N)c1nc3ccccc3[nH]1)n2CC	-0.5	2	-1	0	5	-2	3	-4	0	4
Cc1ccccc1/C=N/n1c(-c2cc(-c3ccccc3)n[nH]2)n[nH]c1=S	1.6	-8	-2	1	31	3	-8	-3	16	-4
CC[C@@H]1C(=O)[C@H](Cc2ccccc2)[C@H]2CCCC(=O)N3CC[C@@H]1[C@@H]23	-0.7	-1	4	1	-6	-5	0	-6	-2	8
COCCCN1C(=O)c2ccc(C(=O)O)cc2C1=O	-1.5	6	-3	13	4	-5	-2	-7	0	-7
CS(=O)(=O)N1CCN(C(=S)NCc2ccc(F)cc2)CC1	1.1	6	2	-1	-1	-6	2	-2	-2	-17
CCCNC(=O)C1(C)CCCN(C(=O)c2cc3ccccc3s2)C1 (stereo not given)	0.8	-5	4	-5	0	2	.	-5	2	8
CCOc1ccc(CC(C(N)=O)C(N)=O)cc1CN(C)C	-1.7	-2	-1	4	1	-9	6	2	-2	-10
C=CCCC(=O)N1CCC(C(=O)NC2CCCc3ccccc32)CC1 (stereo not given)	.	2	.	-2	3	1	.	-2	0	3
CCOc1cc2c(Cl)ncnc2c(OCC)c1OCC	-0.6	-1	9	-4	-2	7	-4	4	0	3
CC(C)CCOc1cccc(OCC(=O)NC2CCS(=O)(=O)C2)c1 (stereo not given)	-3.0	6	-11	-1	1	-20	3	3	15	-9
COc1ccccc1NC(=O)C(=O)NCCCN1CCCC1=O	-1.6	3	0	-7	-2	2	2	-3	-3	-6
CC(=O)c1cccc(NC(=O)c2ccccc2OCc2ccc(F)cc2)c1	0.7	-2	5	-7	0	1	-15	5	1	-3
O=C1OCC(c2ccc(Cl)s2)=C1c1ccccc1[N+](=O)[O-]	3.1	0	-3	0	6	-4	-6	1	2	-7
Cc1ccc(N2C(=O)[C@@H]3[C@H](C2=O)C2c4ccccc4C=CN2[C@@H]3C(=O)c2ccco2)cc1 (stereo not given in full)	-0.9	13*	-5	-4	16	4	-9	-1	10	14
Cc1nc2n(c(=O)c1CCN1CCC(c3noc4cc(F)ccc34)CC1)CCCC2	-1.1	-2	3	-6	1	-2	4	-6	1	3
COc1ccc(NC(=O)c2cc([N+](=O)[O-])ccc2NC(=O)CNC2CCCCC2C)c(OC)c1 (stereo not given)	-3.0	5	-4	0	1	2	-9	-2	-1	-14
CN(C)C(=O)N1CCCC(C(=O)NCc2ccccc2)C1 (stereo not given)	-0.1	-2	7	-3	-2	-12	0	-2	4	-15
O=C(O)c1ccc(/C=N/Nc2ccc(F)cc2F)cc1	-1.6	-6	0	5	3	5	3	-2	3	11
C=CCN=C(NC#N)SCC(=O)NC(C)(C)C	-0.8	0	4	-2	-2	3	3	1	-2	2
CCCCCc1n[nH]c2c1CCCC2	-0.6	6	0	-3	-2	5	4	-4	0	19
CCCNC(=O)COC(=O)c1c2c(nc3ccccc13)CCC2	-0.5	3	4	-3	15	5	11	-6	3	4
CSc1ccc(/C=N/NC(=O)CN2CCN(Cc3ccccc3Cl)CC2)cc1	-3.0	2	3	3	-2	-3	-2	0	0	-7
Cn1cnnc1SCC(=O)NCCC(c1ccccc1)c1ccccc1	0.9	-2	4	-2	-4	-2	3	0	2	-3
CCOC(=O)C1=C(C)NC2=C(C(=O)CC(C)(C)C2)C1c1ccc2c(c1)OCO2 (stereo not given)	.	-1	.	-1	1	-3	.	-5	-2	3
Cc1cc(C)cc(N)c1	-0.3	-1	3	-1	-1	2	1	-2	1	5
O=C(CCn1c(=S)oc2ccccc21)Nc1ccc2c(c1)OCCO2	-1.1	-2	-6	0	-3	4	-7	-4	1	-8
COc1ccc(Cc2c(C(C)(C)C)nc3ccc(Cl)cn23)c(C)c1	0.3	-2	-1	-4	9	2	.	-3	-4	2
Cc1c(NC(=O)C(C)OC(=O)c2ccc(Br)o2)c(=O)n(-c2ccccc2)n1C (stereo not given)	-0.8	0	5	0	-4	-1	-1	-3	-2	7
Cc1cc(C(=O)NCCCN2CC(C)CC(C)C2)n(-c2ccccc2)n1 (stereo not given)	-0.2	1	7	8	0	2	4	4	-1	4
CCOC(=O)CCCc1c[nH]c2ccccc12	0.4	-2	-2	2	1	3	3	7	0	-2
Cc1cc(C)c(C)c(SCC(=O)Nc2oc(C)c3c(C)n[nH]c(=O)c23)c1C	1.3	4	5	-7	-1	3	-5	-6	20	-3
N#Cc1ccccc1NC1=CC(=O)CCC1	-4.2	6	2	-5	0	4	-4	-1	3	-5
CCOc1ccc(S(=O)(=O)Nc2cccc(C(=O)NCC3CCCO3)c2)cc1 (stereo not given)	-0.8	4	4	-2	-1	9	-4	1	1	-9
O=C(O)CC1NCCc2ccccc21 (stereo not given)	-0.7	3	4	5	1	5	-1	1	-8	14
Cc1ccc(NC(=O)[C@@]2(CC(=O)O)CC(/C=C/c3ccccc3)=NO2)c(C)c1	-0.8	-2	1	-1	12	-1	4	-1	1	7
CCCN1CCN(C(=O)C2CCN(c3nnc(C)c4c(C)n(-c5ccc(C)cc5)nc34)CC2)CC1	-0.1	3	-2	-14	-26	-9	1	8	-3	3
C=CCOc1ccc(C2/C(=C(/O)c3ccc(OC)cc3)C(=O)C(=O)N2CCN2CCNCC2)cc1 (stereo not given)	1.8	2	5	2	2	-2	3	12	0	-11
Cc1oc(/N=C/c2ccc(Cl)cc2Cl)c(C#N)c1C	-5.5	1	2	-3	5	-11	-7	5	4	-6
Cc1nc(N2CCc3ccccc3C2)[nH]c(=O)c1Cc1ccccc1	-0.5	-1	4	4	5	-2	-6	2	-1	0
O=C1C(C=NCc2cccnc2)=C(O)c2ccccc21	-1.2	-3	-3	2	0	8	-5	-3	0	-2
COc1ccc(C(=O)NNC(=O)C(=O)Nc2cccc3ccccc23)cc1	1.7	0	2	-6	6	1	1	-2	-1	0
COc1cccc(CN(CC(=O)NCc2ccccc2)S(=O)(=O)CCl)c1	0.0	1	-3	10	-5	-6	-2	-4	-2	11
COc1cccc(C(=O)N(Cc2ccc3c(c2)OCO3)Cc2nc3ccccc3c(=O)[nH]2)c1	0.3	-1	6	-2	-5	-6	-6	1	3	9
COC(=O)Cc1c(C)nc2nc(Cc3ccccc3)[nH]n2c1=O	-3.2	14*	-2	-4	1	-1	2	4	2	4
Cc1cc(C)nc(SCC(=O)NC2=NC(=O)C(C)S2)n1 (stereo not given)	1.2	3	-5	3	1	-2	.	-7	17	4
Cc1ccc(C2=C(CC(=O)O)C(=O)CC2)cc1	1.1	0	5	1	1	4	4	2	0	8
COc1ccc(-c2cc(C(=O)N=Nc3c(O)[nH]c4ccccc34)[nH]n2)cc1	.	-4	.	5	25	-8	.	-24	-2	0
COc1ccc(-c2csc(NC(=S)NC(=O)/C=C/c3ccco3)n2)cc1Br	0.9	2	2	-6	67*	6	.	-3	5	0
N#Cc1c(-c2ccccc2)nc2n(-c3ccccc3)nc(C(=O)Nc3ccccc3)n2c1=O	0.6	2	-10	-19	7	-10	-3	10	3	-10
CCCCCn1c(Br)nc2c1c(=O)n(CC(N)=O)c(=O)n2C	0.9	-3	0	-2	-3	-2	7	-5	0	5
COc1cccc(C(=O)Nc2c3c(nn2-c2cccc(C)c2C)CS(=O)(=O)C3)c1OC	-3.6	3	-1	3	-3	3	-6	2	3	-12
CN(C)/N=C/c1cn(-c2ccccc2)nc1-c1cccnc1	-1.0	1	2	6	-3	-2	-4	0	-2	8
COCCn1c(SCC(=O)N2CCCc3ccccc32)nnc1-c1ccco1	-2.1	4	0	9	-4	-2	6	0	-3	-4
Cc1nc2ccc(S(=O)(=O)N(C)CC(=O)NCc3ccc4c(c3)OCO4)cc2s1	-1.2	1	-9	0	0	-1	3	-3	2	5
OCC1OC(c2ccc(OCc3ccccc3)cc2OCc2ccccc2)C(O)C1O (stereo not given)	-0.5	4	2	-2	2	1	-7	1	-2	4
O=C1Cc2cc(S(=O)(=O)Nc3ccc(N4CCOCC4)cc3)ccc2N1	0.0	0	4	3	18	20	4	4	1	0
COc1ccccc1NS(=O)(=O)c1cc(C(=O)NCCC(C)C)ccc1F	0.7	-4	-7	-6	-2	-4	-4	2	6	5
Continuation.
SMILES	PG9 binder	LEDGF integ inh	TCR CD3 inh	SIAE inh	rCAG RNA binder	mABHD4 FP	HTRA1 inh	NR1D1 modulator	PRMT1 inh	TDP2 absorb
Cc1ccc(S(=O)(=O)CCC(=O)Nc2nccs2)cc1	0.6	1	-6	3	1	5	7	-3	1	0
CCN(CC)c1cccc(OCC(=O)N2c3ccccc3CC2C)c1 (stereo not given)	-0.3	0	-3	-1	-7	9	4	3	-2	-13
CC1CC(C)CN(CCCNC(=O)c2ccc3nc(N4CCCCC4)sc3c2)C1 (stereo not given)	-0.2	3	5	2	2	0	9	0	-8	9
COc1ccc(/C=C2\Oc3cc(OCC(N)=O)ccc3C2=O)cc1OC	-9.1	3	-6	-12	4	0	-8	-4	4	-5
O=C(CCC(=O)N(CC(=O)NC1CCCC1)C1CCCCC1)Nc1ccccn1	-1.3	0	1	4	-8	-2	7	2	-4	4
COc1ccc(S(=O)(=O)NCCC(=O)NC2CCCCCCC2)cc1	-2.6	0	4	1	-4	0	-6	-2	-2	4
O=C(CNCc1ccccn1)Nc1ccc([N+](=O)[O-])cc1C(=O)Nc1ccccc1F	0.4	2	1	6	12	-4	-1	5	0	8
CCNC(=O)OC[C@H]1O[C@H](C#Cc2ccc(C(C)(C)C)cc2)C=C[C@H]1OC(C)=O	-2.1	4	-5	-1	5	-9	.	6	11	2
Cn1c(NCc2cccnc2)nc2cc(-c3ccc(F)cc3)sc2c1=O	-0.9	1	7	-26	3	-11	.	-12	0	4
CC(C)(C)c1ccc(Oc2ncccc2NC(=O)c2cccs2)cc1	-0.9	2	3	1	-3	4	-11	2	-4	0
CCOc1ccc(C(=O)NCC(=O)Nc2ncccc2C)cc1OCC	0.9	4	-4	9	0	1	-4	-3	-4	9

Part of the list above, reformatted:
| structure | PG9 binder | LEDGF integ inh | TCR CD3 inh | SIAE inh | rCAG RNA binder | mABHD4 FP | HTRA1 inh | NR1D1 modulator | PRMT1 inh | TDP2 absorb |
| --- | --- | --- | --- | --- | --- | --- | --- | --- | --- | --- |
| CC1CC(C)CN(CCCNC(=O)c2ccc3nc(N4CCCCC4)sc3c2)C1 (stereo not given) | -0.2 | 3 | 5 | 2 | 2 | 0 | 9 | 0 | -8 | 9 |
| Cc1ccc(S(=O)(=O)CCC(=O)Nc2nccs2)cc1 | 0.6 | 1 | -6 | 3 | 1 | 5 | 7 | -3 | 1 | 0 |
| O=C(CNCc1ccccn1)Nc1ccc([N+](=O)[O-])cc1C(=O)Nc1ccccc1F | 0.4 | 2 | 1 | 6 | 12 | -4 | -1 | 5 | 0 | 8 |
